# Source: PubChem (The Scripps Research Institute Molecular Screening Center)
# PRMT1 FP inh – blocks human protein arginine methyltransferase 1 | 370,000 tested, 1.3% active | recombinant PRMT1, activity-based probe fluorescence polarization | Q99873 | inhibition, % at 2.79 µM | AID 652257;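 active = inhibition above about 21% made by adding two undisclosed values, limit read from the data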
# Target sequence (Q99873 whole entry, looked up): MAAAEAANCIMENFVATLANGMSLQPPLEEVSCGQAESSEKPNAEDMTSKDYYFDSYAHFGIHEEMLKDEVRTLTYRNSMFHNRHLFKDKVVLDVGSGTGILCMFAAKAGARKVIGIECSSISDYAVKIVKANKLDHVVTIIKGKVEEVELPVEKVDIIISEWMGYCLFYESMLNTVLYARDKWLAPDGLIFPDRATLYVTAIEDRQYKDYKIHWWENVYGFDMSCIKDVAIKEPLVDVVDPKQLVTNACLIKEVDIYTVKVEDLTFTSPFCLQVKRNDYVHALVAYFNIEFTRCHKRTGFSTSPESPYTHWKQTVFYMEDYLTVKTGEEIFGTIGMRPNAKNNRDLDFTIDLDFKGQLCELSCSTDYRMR
# TDP2 absorb – blocks human TDP2 phosphodiesterase activity. O95551. recombinant TDP2, T5PNP hydrolysis, p-nitrophenol absorbance 415 nm. inhibition, % at 12.8 µM. 370,000 tested, 0.34% active;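 active = inhibition above the mean of all tested compounds plus 3 SD, set per campaign, cut at about 25% in these data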;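 also: 0% = DMSO with enzyme and 100% = buffer with substrate but no TDP2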
# Target sequence (O95551 whole entry, looked up): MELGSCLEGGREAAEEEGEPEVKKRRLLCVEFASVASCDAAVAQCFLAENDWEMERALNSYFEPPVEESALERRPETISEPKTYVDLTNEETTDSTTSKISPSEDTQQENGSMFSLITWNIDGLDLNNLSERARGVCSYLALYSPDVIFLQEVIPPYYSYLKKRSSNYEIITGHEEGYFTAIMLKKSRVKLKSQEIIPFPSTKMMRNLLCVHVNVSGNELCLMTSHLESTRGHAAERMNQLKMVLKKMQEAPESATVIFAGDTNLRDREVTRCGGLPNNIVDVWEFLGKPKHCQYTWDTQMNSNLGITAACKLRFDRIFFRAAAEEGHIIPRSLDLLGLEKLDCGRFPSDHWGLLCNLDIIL
#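 Test system: Human TDP2 enzyme | Reagent: 5 mM T5PNP | Compound dosing: 12.8 µM single point, 1% DMSO | Incubation: Enzyme reaction with compound for 2 h at 37 °C | Technique: p-Nitrophenol epi absorbance | Read-out: % inhibition relative to enzyme-containing and enzyme-free wells | Benchmarks: High control without enzyme, low control DMSO plus TDP2 | Replicates: Singlicate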
# mABHD4 FP – ABHD4 (mouse) inhibition, primary FP screen; Q8VD66; purified mABHD4, FP-Rh probe fluorescence polarization; inhibition, % at 8.92 µM; 370,000 tested, 0.54% active;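 active = inhibition exceeding the mean over every tested compound plus 3 SD, cut at about 30% in these data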;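 also: 0% = plate median of compound wells and 100% = S159A mutant with DMSO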
# Target sequence (Q8VD66 whole entry, looked up): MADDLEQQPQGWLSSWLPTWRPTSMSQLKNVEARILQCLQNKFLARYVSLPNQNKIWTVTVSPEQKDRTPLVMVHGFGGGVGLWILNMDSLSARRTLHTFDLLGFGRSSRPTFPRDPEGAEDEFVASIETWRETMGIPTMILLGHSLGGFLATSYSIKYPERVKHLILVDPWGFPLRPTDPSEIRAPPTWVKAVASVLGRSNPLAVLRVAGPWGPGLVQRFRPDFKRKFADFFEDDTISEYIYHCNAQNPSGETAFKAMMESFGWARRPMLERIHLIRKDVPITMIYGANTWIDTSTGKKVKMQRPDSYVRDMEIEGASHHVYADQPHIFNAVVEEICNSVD
#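 Test system: mABHD4 protein; Read-out basis: % inhibition; Incubation: 45 min + 60 min at 25 °C; Repeats: single replicate; Technique: fluorescence polarization with parallel and perpendicular emission, 525/598 nm; Compound: 8.92 µM, single dose; Benchmarks: full inhibition S159A mutant plus DMSO, zero as sample-well median.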
# TCR-CD3 inh – human TCR-CD3 binding inhibition | TAMRA-labeled TCR probe fluorescence, biochemical | inhibition, % at 9.4 µM | 360,000 tested, 0.37% active | AID 651800; in the data active = inhibition above about 19%;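 also: recombinant mutant TCR 2C K166C tagged with TAMRA read by polarization; 0% = receptor in buffer alone and 100% = receptor with positive control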
# UHRF1 binding – human UHRF1 methylated DNA binding inhibitors. Q96T88. UHRF1 binding to methylated oligo, TR-FRET. inhibition, % at 4.4 µM. 370,000 tested, 0.75% active. AID 687016; in the data active = inhibition above about 21%;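 also: UHRF1 SRA domain binding a hemimethylated CpG hairpin DNA probe; 0% = median of test compound wells and 100% = reference inhibitor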
# LEDGF integ inh – blocks HIV-1 LEDGF/p75-dependent DNA integration | 370,000 tested, 0.64% active | inhibition, % at 3.7 µM | TR-FRET IN-LEDGF/p75 DNA integration, Eu/Cy5;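 active = inhibition above the screen-wide mean plus 3 SD, cut at about 13% in these data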;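 also: signal is the Cy5 over europium emission ratio at 671 and 618 nm; 0% = plate median of compound wells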
# HTRA1 inhibitor – blocks human HTRA1 serine peptidase; Q92743; recombinant HTRA1, FP-rhodamine activity-based probe, fluorescence polarization; inhibition, % at 5.96 µM; 340,000 tested, 0.5% active; AID 504803; in the data active = inhibition above about 36%;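 also: 0% = enzyme with DMSO and 100% = wells lacking enzyme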
# Tn7 DDE FP – inhibitors of Tn7 peptide binding to human fibrin DD(E); P02675; FP displacement of FITC-Tn7 peptide from fibrin DD(E); 0% = median of compound wells per plate; inhibition, % at 8.3 µM; 370,000 tested, 0.13% active; AID 720508;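 active = inhibition above the mean of compounds falling within the control limits plus 3 SD of them, cut at about 14% in these data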;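 also: 0% = plate median of compound wells and 100% = 10 µM Aha-Tn7 peptide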
#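 assay system = human clot-derived fibrin DD(E) complex | quantity = Fibrin-DD(E) at 2 µM final | timing = 10 min preincubation, 3 h with tracer, room temperature | signal = fluorescence polarization | measure = percent inhibition | benchmarks = high control wells with 10 µM unlabelled Aha-Tn7 peptide (full inhibition) | replicates = singlicate testing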
# SIAE inh – inhibitors of human sialic acid acetylesterase SIAE. Q9HAT2. SIAE FP-Rh probe binding, fluorescence polarization. inhibition, % at 9.66 µM. 370,000 tested, 0.69% active. AID 1053197;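 active = inhibition above a cutoff: mean of compounds within the control limits plus 3 SD of those, cut at about 17% in these data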;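 also: 0% = plate median of compound wells and 100% = probe without SIAE protein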
# PG9 Ab binder – small molecules binding HIV-1 gp120 antibody PG9. 360,000 tested, 0.43% active. TR-FRET gp120-PG9 antibody binding. AID 624416. inhibition, % at 6.7 µM; in the data active = inhibition above about 8.5%
# * hit, by the source's call; / = not tested or not shown.
item	compound	LEDGF integ inh	Tn7 DDE FP	TCR-CD3 inh	TDP2 absorb	PG9 Ab binder	HTRA1 inhibitor	UHRF1 binding	mABHD4 FP	SIAE inh	PRMT1 FP inh
1	O=C(O)CCC(=O)NNC(=O)CCC(=O)NCc1ccccc1	-1	2	-1	-2	-2.0	-6	-3	-5	1	1
2	CCOCCCNC(=O)Cn1ncc2c(=O)oc3ccccc3c21	1	11	-6	7	-0.2	13	2	7	-8	2
3	COc1ccc(CCNC(=O)c2cc(-c3ccco3)on2)cc1OC	1	3	-2	3	-2.5	5	-1	1	4	-2
4	CC(=O)Nc1cccc(C(=O)OCC(=O)NC(=O)c2ccccc2)c1	2	-6	4	-4	1.4	3	1	0	7	0
5	Cc1ccc(C)c(NC(=O)CN(C)C(=O)c2ccncc2)c1	-1	3	6	-11	-0.5	-2	-2	0	-5	-5
6	C=Cc1cccc(NC(=O)COc2ccccc2)c1	-2	2	-6	-3	1.1	-13	-1	-1	-4	5
7	COc1ccc(O)c(CNn2c(-c3ccc(Br)cc3)nc3ccccc3c2=O)c1	-2	1	0	-12	1.0	-2	-3	-4	4	7
8	Fc1ccccc1Cn1nnc2c(NCc3ccccn3)ncnc21	3	1	-1	-2	-1.0	-2	0	-13	5	2
9	CC(C)CCNC(=O)c1ccc2c(c1)N(C)C(=O)c1ccccc1S2	1	3	2	-6	-2.8	6	3	-8	0	-2
10	NS(=O)(=O)c1ccc(CNC(=S)NC2CCCC2)cc1	0	-2	5	10	0.9	4	11	-1	-5	-1
11	Cc1ccc(S(=O)(=O)Cn2nnnc2C(C)N2CCN(C(=O)c3ccco3)CC2)cc1 (centres undefined)	1	9	2	8	-0.2	-2	2	-11	2	-3
12	O=C(Nc1ccc(F)cc1)C(Sc1nnc2ccccn12)c1ccccc1 (centres undefined)	2	-3	1	-3	-0.1	1	-2	3	3	-1
13	CC(C)(C)NC(=O)c1ccncc1	0	-5	9	2	0.1	1	1	-2	-5	-1
14	C#CCCCN([C@@H](CC(C)C)C(=O)OC)S(=O)(=O)c1ccccc1Br	-3	5	/	-3	/	/	-1	-4	2	2
15	Clc1ccc(CN2CCN(/N=C/c3cccnc3)CC2)cc1	-3	7	2	12	-0.3	0	-2	1	0	-4
16	Nc1cc[n+](CC(=O)Nc2ccccc2)cc1	-2	-4	3	-8	-1.5	1	4	-5	-2	0
17	COc1ccc2[nH]c(=O)c(CN(C)C(=O)COc3ccccc3)cc2c1	-1	4	4	7	-1.9	-2	1	7	3	2
18	Cc1cccc(C(=O)Nc2ccc(NC(=O)Cc3ccc(Cl)cc3)cc2)c1	-2	-1	0	4	1.3	-3	-2	7	14	-2
19	CC1(C)Cc2nc3sc4c(OCc5ccccc5)ncnc4c3cc2CO1	-4	7	3	-13	-2.0	-4	0	2	-15	0
20	CCCc1[nH]nc2c1C(c1ccc(OCCN3CCOCC3)c(OC)c1)C(C#N)=C(N)O2 (centres undefined)	3	-5	2	11	0.2	-4	10	2	1	1
21	COC(=O)c1ccc(Cn2c(C)c(C(=O)NCc3ccc(C#N)cc3)sc2=O)o1	-4	14*	2	-4	-1.4	/	5	-8	-6	9
22	CCOc1ccccc1NC(=O)COC(=O)c1nc2nccc(C)n2n1	-1	3	-5	2	-1.0	7	0	-3	1	5
23	COc1cccc(NC(=O)Nc2nnc(CC(=O)Nc3ccccc3)s2)c1	0	1	-1	-6	-2.8	-45	-2	-59	-56	2
24	Cn1c(CNC(=O)CNC(=O)c2ccccc2)cc(=O)n(C)c1=O	-2	-7	10	9	-0.7	3	1	-4	3	1
25	CNCC(=O)Nc1c(C)n[nH]c1C	-3	-3	3	-4	-2.4	-3	-2	-2	4	1
26	Cc1[nH]c2ccccc2c1SCC(=O)NC1CCCCC1	0	5	-8	-1	0.5	-7	0	4	5	8
27	O=C(NC(=S)N1CCN(C/C=C/c2ccccc2)CC1)c1ccco1	-2	-9	-2	2	-2.2	-4	-4	3	2	-3
28	O=C(CN1CCC(n2nnc3ccccc32)CC1)NCc1cccs1	-2	-1	-2	-1	-1.2	-9	-3	-5	6	-3
29	O=C(C1CCCN1S(=O)(=O)c1cccc2nsnc12)N1CCN(c2ccc(F)cc2)CC1 (centres undefined)	-7	6	-1	-9	-2.0	-1	0	4	-2	2
30	Cc1ccc(S(=O)(=O)NCc2ccccc2)cc1C(=O)N1CCN(S(=O)(=O)c2ccccc2F)CC1	0	-1	-4	-2	-1.4	-7	-1	3	0	-1
31	CCOC(=O)N/N=C/c1c(C)nn(-c2cccc(C(F)(F)F)c2)c1Cl	0	0	-7	1	-1.3	-12	-3	-9	-1	0
32	CC(Sc1nc(N)cc(=O)[nH]1)C(=O)Nc1ccc(N2CCOCC2)cc1 (centres undefined)	-2	5	5	2	-2.0	4	-1	15	16	-2
33	CC(=O)C(Cc1ccccc1)NC(=O)CN1CCN(Cc2ccccc2)CC1 (centres undefined)	4	-4	0	-1	-0.1	-7	-1	-4	11	-4
34	COc1ccc2c(c1)sc1nc(-c3ccccc3)cn12	-2	-9	-1	-9	0.3	-50	4	-20	-8	8
35	CCC[C@H]1[C@H](N)CC[C@@]23CCCN2C(=O)CCC[C@@H]13	4	-5	/	-8	/	/	1	-5	3	2
36	Cc1ccc2cc3cc(C(=O)N4CC(C)CC(C)C4)oc3nc2c1 (centres undefined)	-3	1	1	-13	-0.6	-41	-3	4	-6	-3
37	Clc1ccc(-c2cn3cccnc3n2)cc1	4	2	2	4	-1.0	2	0	-4	-1	-2
38	Cc1ccc(CNc2nc(N)c([N+](=O)[O-])c(NCc3ccccc3)n2)cc1	-4	0	5	0	-0.2	-2	-2	8	5	-1
39	CS(=O)(=O)N1CCC(Oc2ccccc2C(=O)NC2CCCCCC2)CC1	-2	-14	-12	-14	-2.1	-15	8	-1	3	-1
40	CC1CCN(C(=O)C2CCN(S(=O)(=O)c3cccc4nonc34)CC2)CC1	3	5	6	4	0.1	2	-2	-2	10	-1
41	O=C(C[n+]1ccccc1)Nc1nc2ccccc2s1	1	-5	-6	-17	0.6	5	10	0	1	-1
42	COC(=O)C1=C(C)N(Cc2ccccc2)C(=S)NC1c1ccc(-c2ccccc2)cc1 (centres undefined)	2	-1	-1	8	-0.9	/	-3	-21	-13	-4
43	CC(=O)Nc1ccc(NC(=O)COc2ccc3c(c2)CCC3)cc1	1	-6	2	-12	0.2	1	1	-3	-1	-5
44	COc1ccc(-n2ncc3c2CC(C)(C)CC3NC(=O)CCC2=NNC(=O)CC2)cc1 (centres undefined)	1	-2	5	14	1.2	-3	0	-2	-2	-1
45	Cc1ccc(S(=O)(=O)Nc2ccc3oc(=O)sc3c2)c(C)c1	-1	10	-1	1	1.0	37*	-5	-20	-14	59*
46	CC(C)(C)NC(=O)C1C(c2ccc(C(F)(F)F)cc2)=Nc2ccccc2N1C(=O)c1cccc2ccccc12 (centres undefined)	-5	7	-5	0	0.3	/	17	-1	-5	6
47	Cc1cc(NC(=O)NCc2ccccc2)c(=O)n(Cc2ccccc2F)c1	-6	2	-1	14	-2.2	0	-2	-1	0	-1
48	COc1ccc(C)cc1NC(=O)c1[nH]c(C)c(C(C)=O)c1C	-3	1	-1	-1	4.8	1	0	-2	-3	0
49	O=C(CSc1nc2ccccc2s1)N1c2ccccc2Sc2ccc(C(F)(F)F)cc21	0	-3	0	8	-0.5	-50	-2	-43	-2	1
50	CN(C)C(CNC(=O)CSC(=S)N1CCCC1)c1ccccc1 (centres undefined)	2	2	-3	2	0.1	-1	-1	10	-3	-2
51	Cc1ccc(C(=O)Nc2ccc3c(c2)OCCO3)o1	-1	-8	2	10	0.8	-6	-2	-15	-2	-4
52	CCc1cc(=O)oc2c(C)c(OCC(=O)NCCCN3CCCC3=O)ccc12	1	-5	6	-9	-1.9	-3	2	4	-1	0
53	O=C(Nc1c2c(nn1-c1ccccc1)CS(=O)(=O)C2)c1ccc2c(c1)OCO2	-1	6	-3	-1	-3.2	2	4	-2	0	3
54	Nc1nc(Nc2ccc(Cl)cc2)nc(NCCO)c1[N+](=O)[O-]	2	-1	-2	0	0.6	/	-2	0	5	0
55	CC1CCN(Cc2c(C(=O)N/N=C/c3cc(Br)ccc3O)nnn2-c2nonc2N)CC1	-2	-1	6	-4	-2.5	35	1	6	-18	-3
56	C=CCn1cc(C(=O)N2CCN(c3ccccc3)CC2)c(=O)c2cc(S(=O)(=O)N3CCCC3)ccc21	2	-6	1	2	-1.4	1	6	2	1	-4

# (list continues)
item	compound	LEDGF integ inh	Tn7 DDE FP	TCR-CD3 inh	TDP2 absorb	PG9 Ab binder	HTRA1 inhibitor	UHRF1 binding	mABHD4 FP	SIAE inh	PRMT1 FP inh
57	CS(=O)(=O)N(CC(=O)Nc1ccc2c(c1)OCCO2)Cc1ccccc1	0	9	7	1	1.6	1	0	2	-3	0
58	Cc1cc(-n2c(C)cc(C(=O)COc3ccc(Cl)cc3C(N)=O)c2C)no1	-9	-6	-1	-2	11*	-4	1	2	4	0
59	O=C(NCCCN1CCCC1)Nc1ccccc1[N+](=O)[O-]	1	1	-3	3	0.5	3	0	1	-3	-2
60	COc1cccc(COC(=O)CCNC(=O)c2ccc(Br)cc2)c1OC	2	6	11	10	-0.1	-10	1	4	6	-4
61	CCCc1cc(=O)[nH]c(SCc2cc(C(=O)OC)c(C)o2)n1	1	-13	1	8	-1.9	-8	-1	5	5	2
62	O=C(Nc1cnns1)Oc1ccccc1	-1	-2	1	7	-0.8	6	4	-1	-1	0
63	C[C@H]1CN([C@@H](C)CO)C(=O)CCCn2nncc2CO[C@H]1CN(C)S(=O)(=O)c1cccc(F)c1	4	-1	6	-10	-0.8	2	-1	1	-6	-3
64	COc1ccc(C)cc1NC(=O)CN1CCN(C/C=C/c2ccccc2)CC1	0	4	-1	5	0.5	-2	0	10	-1	-2
65	C=CCNC(=O)c1onc(CSc2cc(C)cc(C)c2)c1C(=O)NCC=C	0	0	9	0	-0.5	-37	0	-15	4	-2
66	O=C1c2cccc3cccc(c23)C(=O)N1Cc1ccccc1	-6	1	-1	2	51*	-3	1	1	-3	5
67	CCN1CCN(C(=O)C2(NC(=O)Nc3cccc(F)c3)CCCCC2)CC1	0	-6	6	13	0.3	8	0	6	-7	1
68	CCOC(=O)C1CCN(C(=O)COc2cc(C)c(Br)c(C)c2)CC1	1	1	-5	-2	-0.6	-12	-2	-7	13	3
69	Cc1nnc(Nc2ccc(F)cc2)c2ccccc12	7	-5	3	4	2.3	-10	3	-14	-9	3
